IMPase Li cell: membrane-permeable IMPase blocker, potentiated with lithium; CHO-M1 cells, IP1 TR-FRET (IP-One), carbachol + lithium; Potency, µM (doses to about 59.4 µM), for inactives: top-dose activity, negative = IMPase inhibition, actives largely listed as inhibitors; 210,000 tested, 0.35% active; AID 1457;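 further: IP1 builds up when IMPase is blocked and the TR-FRET signal falls; potency means the concentration at half of the fitted maximal effect; plate controls were basal vehicle for no effect and high inhibitor control for full effect; nearly all actives have a fitted effect of over 50% in size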
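CHO-M1, 2000 cells/well, 16–30 h culture; cpd + low Li+, 30 min 37C; lysis with d2-IP1/Eu-anti-IP1 Ab, 10 min RT; TR-FRET 665/620 ratio and 620 channel; AC50 via Hill.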
NPSR antag: neuropeptide S receptor (human) antagonism, cAMP; 220,000 tested, 1% active; CHO-NPSR cells, cAMP TR-FRET, antagonist mode; Potency, µM (series often up to 38.3 µM), without a hit: at the highest dose activity change, negative = inhibition, hits mostly inhibitors; further: potency means the concentration at half of the fitted maximal effect; on the % scale 0 is the no-effect control and ±100 the full control effect; nearly all actives have a fitted effect of over 50% in size; many of its hits are not listed in these tables
Target sequence (Q6W5P4 whole entry, looked up): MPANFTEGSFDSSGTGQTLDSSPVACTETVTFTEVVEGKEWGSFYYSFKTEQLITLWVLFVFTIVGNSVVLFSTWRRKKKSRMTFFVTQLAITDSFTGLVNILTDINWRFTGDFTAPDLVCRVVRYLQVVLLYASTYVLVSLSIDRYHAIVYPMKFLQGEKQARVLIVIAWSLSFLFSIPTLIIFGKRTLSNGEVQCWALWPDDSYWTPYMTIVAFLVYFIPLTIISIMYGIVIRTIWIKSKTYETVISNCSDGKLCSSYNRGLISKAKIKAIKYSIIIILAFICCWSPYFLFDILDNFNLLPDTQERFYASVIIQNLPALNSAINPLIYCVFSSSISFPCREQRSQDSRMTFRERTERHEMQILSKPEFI
GLA spleen mod: alpha-galactosidase A (human) modulation. human spleen homogenate, 4MU-alpha-Gal fluorescence, 40 min. P06280. 240,000 tested, 0.008% active. Potency, µM (highest dose often 80 µM), without a hit: top-dose activity change, negative = inhibition, most hits filed as inhibitors;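 further: potency means the concentration at half of the fitted maximal effect; 0% = enzyme with vehicle and -100% = no enzyme basal signal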
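Human spleen homogenate (1 ug) was the enzyme source, with 4-methylumbelliferyl-alpha-D-galactopyranoside (1 mM final) in pH 5.0 citrate buffer with 0.01% Tween-20. Compounds were titrated; after 40 min at 37C, NaOH/glycine stop, 4-MU fluorescence read; AC50 from Hill fits.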
Epigenetic derep: epigenetic control regulation, reporter derepression; murine LDR cells, GFP reporter derepression, 30 h; Potency, µM (titrated, usually from 53.9 µM), inactives show at the highest dose GFP activation, actives largely listed as activators; 280,000 tested, 0.2% active; AID 1865; further: potency means the concentration at half of the fitted maximal effect; % of control where 0% means no effect; nearly all actives have a fitted effect of over 60% in size
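In this reporter-derepression format, murine cells bearing a silenced integrated CMV-GFP locus incubate with test compound (30 h, 37 C), then are washed and imaged; fluorescent objects of 20–120 um count as induced cells.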
CBFb-RUNX1 inh: blocks binding between human CBF-beta and RUNX1. Q01196+Q13951. AlphaScreen CBFb-His/RUNX1-biotin binding, biochemical. Potency, µM (titrated, usually from 59.8 µM), inactives show top-dose activity, negative = inhibition, most hits filed as inhibitors. 230,000 tested, under 10 active. AID 1477; further: % of control where 0% means no effect
Target sequence (Q01196 whole entry, looked up): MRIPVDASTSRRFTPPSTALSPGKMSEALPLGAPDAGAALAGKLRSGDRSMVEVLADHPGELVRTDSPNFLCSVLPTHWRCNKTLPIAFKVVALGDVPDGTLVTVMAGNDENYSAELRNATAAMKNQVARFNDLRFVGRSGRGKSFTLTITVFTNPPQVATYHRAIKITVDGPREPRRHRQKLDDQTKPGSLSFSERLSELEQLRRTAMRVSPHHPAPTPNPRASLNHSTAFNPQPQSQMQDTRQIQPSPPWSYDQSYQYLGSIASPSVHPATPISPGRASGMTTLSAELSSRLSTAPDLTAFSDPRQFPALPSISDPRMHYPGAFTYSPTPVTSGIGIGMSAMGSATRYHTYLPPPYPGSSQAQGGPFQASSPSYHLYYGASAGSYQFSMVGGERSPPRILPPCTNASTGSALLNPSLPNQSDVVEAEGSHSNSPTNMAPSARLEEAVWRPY
Target sequence (Q13951 whole entry, looked up): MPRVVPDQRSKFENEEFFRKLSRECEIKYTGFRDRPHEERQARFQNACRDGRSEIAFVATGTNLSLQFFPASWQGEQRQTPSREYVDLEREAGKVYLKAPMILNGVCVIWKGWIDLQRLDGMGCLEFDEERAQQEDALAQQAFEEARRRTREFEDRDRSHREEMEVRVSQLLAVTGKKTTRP
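His-tagged CBF-beta and biotinylated RUNX1 (30 nM each) were premixed 20 min at room temperature, exposed to compound for 15 min, then given nickel-chelate and streptavidin AlphaScreen beads (50 ng each). After 90 min, AlphaScreen signal was read.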
Luc counter: Kinase-Glo luciferase inhibition (counter-screen); Q27757; Kinase-Glo luciferase, ATP luminescence, 8 min; Potency, µM (series often up to 38.3 µM), for the others: at the top dose activity change, negative = inhibition, most hits filed as inhibitors; 200,000 tested, 0.28% active; AID 1379; further: potency means the concentration at half of the fitted maximal effect; on the % scale 0 is the no-effect control and ±100 the full control effect; nearly all actives have a fitted effect of over 60% in size
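Kinase-Glo luciferase light output from ATP and luciferin was measured with 10 uM ATP, within the enzyme's linear range. Buffer: 50 mM imidazole pH 7.2, 50 mM KCl, 7 mM MgCl2, 0.01% Tween 20, 0.05% BSA; luminescence read after 8 min at ambient temperature.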
LMNA splice mod: changes lamin A minigene splicing in HeLa cells | HeLa LMNA splicing GFP/RFP minigene ratio, 48 h | Potency, µM (highest dose often 46.1 µM), inactives show top-dose ratio change, negative = inhibition, most hits filed as inhibitors | 200,000 tested, 0.01% active | AID 1487; active means well fitted inhibition curve with a large enough effect in the signal ratio, with a control signal flat, not every such curve was filed as active; inconclusive means small, poorly fitted or top-dose-only effect, or effect the other way, or a change in a side signal; the % refers to the signal ratio; further: potency means the concentration at half of the fitted maximal effect; on the % scale 0 is the no-effect control and ±100 the full control effect
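S3 HeLa cells stably expressing lamin A-EGFP splicing minigene plus DsRed2, 600 cells/well, 48 h compound exposure at 37C. Laser-scanning cytometry; analysed as GFP (500-530 nm)/RFP (575-640 nm) total intensity ratio; 0.5% DMSO vehicle.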
* hit, by the source's call; ? = inconclusive; . = not tested or not shown; & = joins results of further samples; [ ] = dose if it differs, or a comment. Unless noted, the call rests on the fitted dose curve; in most records, active means well fitted curve in the direction sought with a large enough effect; inconclusive means small, poorly fitted or top-dose-only effect, or another doubt; inactive means no such curve, though single readings can be large; an effect the other way counts as inactive or inconclusive. Not all compounds are listed; count on the stated rates, not on these rows.

SMILES	IMPase Li cell	NPSR antag	GLA spleen mod	Epigenetic derep	CBFb-RUNX1 inh	Luc counter	LMNA splice mod
CCN(CC)CCN1C(=O)C(=O)/C(=C(/O)c2c(C)[nH]c(C(=O)OC)c2C)C1c1cccnc1 (configuration not stated)	13%[38.3 µM]	-5%[46.1 µM]	3%	1.4%	10%	1%	?
Cc1cc(NC(=O)Nc2cc(Cl)ccc2C)no1	.	-19%	5%	-1.0%	6%	.	.
CC(c1ccco1)N(C(=O)CSc1ccc(Br)cc1)c1ccccn1 (configuration not stated)	14%[38.3 µM]	-1%[46.1 µM]	-2%	1.5%	1%	3%	?
CC(C)=CCc1c2c(c(O)c3c(=O)c(O)c(-c4ccccc4)oc13)C=CC(C)(C)O2	-10%	.	-6%	2.9%	.	-3%	?
CCOC(=O)c1c(NC(=O)CSc2nnc(-c3ccncc3)n2Cc2ccco2)sc(C)c1C	24%[38.3 µM]	?	-10%	0.7%	-6%	-2%	-11%
O=C(Nc1ccc(Cl)c(Cl)c1)Nc1nnc(CC2=CCCCC2)s1	1%	-11%	-3%	1.0%	6%	0%	?
Cc1ccc(CNC(=O)c2ccc([N+](=O)[O-])o2)cc1	2%[38.3 µM]	8%[46.1 µM]	4%	-1.0%	5%	7%	?
Cc1cc(/C(O)=C2\C(=O)C(=O)N(CCN(C)C)C2c2ccncc2)ccc1OCc1ccccc1 (configuration not stated)	3%	1%[46.1 µM]	13%	0.0%	6%	4%	-7%
COc1ccc(-c2csc(CCN3N=C(C)CC3=O)n2)cc1	8%	-12%	7%	-1.8%	-22%	-3%	.
Cc1ccc(NC(=O)CCC(=O)NNC(=O)c2cccs2)cc1C	9%[38.3 µM]	1%[46.1 µM]	0%	2.9%	-2%	-5%	-1%
O=C(Nc1ccc2c(c1)OCCO2)C1CCN(C(=O)c2ccc(Br)cc2)CC1	-1%[38.3 µM]	-18%[46.1 µM]	-15%	-3.0%	3%	5%	5%
CC#CCN(CC#CC)S(=O)(=O)c1ccc(S(=O)(=O)N2CCOCC2)cc1	0%[38.3 µM]	-10%[46.1 µM]	-10%	-0.5%	-7%	0%	-3%
CCN(Cc1ccccc1)S(=O)(=O)c1ccc2oc(C(=O)O)c(C)c2c1	-2%	-11%[46.1 µM]	-9%	-0.9%	8%	3%	-2%
COc1ccc2oc(-c3cccc(NC(=O)CSc4ccc(Cl)cc4)c3)nc2c1	-2%	-25%	-1%	-1.0%	3%	0%	-16%
Cc1ccc(NC(=O)CC2S/C(=N/N=C/C=C/c3ccccc3)NC2=O)cc1Cl (configuration not stated)	2%	23%	-18%	-0.9%	9%	2%	-7%
O=C(CSc1nnc(NCc2ccccc2)s1)c1ccco1	5%[38.3 µM]	-15%[46.1 µM]	10%	-1.1%	5%	-2%	21%
Cc1cc(NS(=O)(=O)c2ccc(NC(=O)c3oc4ccccc4c3C)cc2)no1	35%[38.3 µM]	-6%[46.1 µM]	-7%	-3.5%	-1%	-3%	0%
O=C(Nc1nnc(C2=COCCO2)o1)c1ccc(S(=O)(=O)N2CCCCC2)cc1	-1%	-29%	-4%	-0.1%	-22%	5%	11%[9.22 µM]
CCOC(=O)/C(C)=C1\NC(C)(C)Cc2ccccc21	9%	4%	-7%	?	-5%	-8%	?
COC(=O)[C@@H]1C[C@@]2(O)[C@@H](O)[C@@H](O)[C@@H](O)C[C@H]2N1Cc1ccc(C(F)(F)F)cc1	-9%	20%	-6%&-18%	8.5%&3.6%	11%&15%	-3%	.
CCC12CN3CC(CC)(CN(C1)C31C(=O)N(C)c3ccc(C)cc31)C2=O (configuration not stated)	29%[38.3 µM]	-11%[46.1 µM]	6%	-1.1%	5%	2%	?
CCN1CCN(Cc2oc(CO)cc(=O)c2O)CC1	6%[38.3 µM]	1%[46.1 µM]	2%	-0.7%	2%	-1%	-2%
COc1ccccc1C1=NNC(=NCc2ccccc2)SC1	-3%	-20%	3%	1.3%	-12%	-6%	-9%[46 µM]
COc1cccc(C(c2sc3ncnn3c2O)N2CC(C)OC(C)C2)c1 (configuration not stated)	33%[activator][38.3 µM]	-22%[46.1 µM]	-2%	4.6%	-2%	1%	-1%
CC(=C/c1ccccc1)/C=N/NC(=O)c1ccccn1	.	15%	10%	-1.6%	3%	.	.
N=c1c(S(=O)(=O)c2ccccc2)cc2c(=O)n3ccccc3nc2n1Cc1ccco1	11%[38.3 µM]	-18%[46.1 µM]	10%	?	1%	16%	-4%
Cc1cc2oc(=O)cc(Cn3nnc(-c4ccc(Cl)cc4)n3)c2cc1C(C)C	12%	-10%	-6%	1.1%	10%	-1%	?
CN(C)S(=O)(=O)c1ccc(N=Cc2c(C(F)(F)F)[nH]n(C)c2=O)cc1	3%	0%	-5%	-4.9%	-11%	0%	26%[9.22 µM]
CCOC(=O)CNC(=O)Cn1cnc2c(nnn2-c2cccc(Cl)c2)c1=O	13%[38.3 µM]	-1%[46.1 µM]	-4%	1.6%	10%	-2%	-17%
Cc1ccc(NC(=O)c2[nH]cnc2C(=O)NN)cc1	-4%	5%	-2%	4.1%	-29%	-5%	?

Reformatted: results already given
mol | IMPase Li cell | NPSR antag | GLA spleen mod | Epigenetic derep | CBFb-RUNX1 inh | Luc counter | LMNA splice mod
CCC12CN3CC(CC)(CN(C1)C31C(=O)N(C)c3ccc(C)cc31)C2=O (configuration not stated) | 29%[38.3 µM] | -11%[46.1 µM] | 6% | -1.1% | 5% | 2% | ?
CCN1CCN(Cc2oc(CO)cc(=O)c2O)CC1 | 6%[38.3 µM] | 1%[46.1 µM] | 2% | -0.7% | 2% | -1% | -2%
COc1ccccc1C1=NNC(=NCc2ccccc2)SC1 | -3% | -20% | 3% | 1.3% | -12% | -6% | -9%[46 µM]
COc1cccc(C(c2sc3ncnn3c2O)N2CC(C)OC(C)C2)c1 (configuration not stated) | 33%[activator][38.3 µM] | -22%[46.1 µM] | -2% | 4.6% | -2% | 1% | -1%
CC(=C/c1ccccc1)/C=N/NC(=O)c1ccccn1 | . | 15% | 10% | -1.6% | 3% | . | .
N=c1c(S(=O)(=O)c2ccccc2)cc2c(=O)n3ccccc3nc2n1Cc1ccco1 | 11%[38.3 µM] | -18%[46.1 µM] | 10% | ? | 1% | 16% | -4%
Cc1cc2oc(=O)cc(Cn3nnc(-c4ccc(Cl)cc4)n3)c2cc1C(C)C | 12% | -10% | -6% | 1.1% | 10% | -1% | ?
CN(C)S(=O)(=O)c1ccc(N=Cc2c(C(F)(F)F)[nH]n(C)c2=O)cc1 | 3% | 0% | -5% | -4.9% | -11% | 0% | 26%[9.22 µM]
CCOC(=O)CNC(=O)Cn1cnc2c(nnn2-c2cccc(Cl)c2)c1=O | 13%[38.3 µM] | -1%[46.1 µM] | -4% | 1.6% | 10% | -2% | -17%
Cc1ccc(NC(=O)c2[nH]cnc2C(=O)NN)cc1 | -4% | 5% | -2% | 4.1% | -29% | -5% | ?

Carrying on.
SMILES	IMPase Li cell	NPSR antag	GLA spleen mod	Epigenetic derep	CBFb-RUNX1 inh	Luc counter	LMNA splice mod
CC1(C)NC(C)(C)/C(=C\c2cccs2)C(=O)C1=O	7%	4%	1%	-5.5%	7%	-3%	8%[46 µM]
COc1cccc(N2CCN(S(=O)(=O)c3ccc4nc(-c5ccccc5)[nH]c4c3)CC2)c1	34%[activator][38.3 µM]	-23%[46.1 µM]	-2%	9.0%	-2%	7%	10%
O=C(COc1ccccc1Br)Nc1ccccc1C(F)(F)F	5%	-18%	-3%	4.4%	-4%	1%	.
O=C(CCS(=O)(=O)c1cccs1)N1CCCC1	-8%[38.3 µM]	-1%[46.1 µM]	-9%	-4.2%	1%	-4%	7%
O=C(Nc1cccnc1)c1cc(-c2ccc(Br)cc2)on1	13%[38.3 µM]	5%[46.1 µM]	0%	-0.8%	14%	-4%	-11%
CN(C)S(=O)(=O)c1cccc(C(=O)Nc2ccc(S(=O)(=O)N3CCCC3)cc2)c1	34%[activator]	-8%	9%	-2.6%	10%	2%	-12%[46 µM]
Cc1cccc([N+](=O)[O-])c1C(=O)O	-9%	.	6%	.	1%[21.7 µM]	.	.
Cc1sc(NC(=O)CSc2nnc(COc3ccccc3)n2C)c(C#N)c1C	12%[38.3 µM]	-9%[46.1 µM]	3%	-17%	8%	2%	-7%
Cn1c(-c2csc(-c3cccc(C(F)(F)F)c3)n2)n[nH]c1=S	-12%	-25%	-7%	1.1%	3%	1%	.
COCCCNC(=O)C(CC(N)=O)NC(=O)OCc1ccccc1 (configuration not stated)	.	16%	-1%	2.0%	13%	.	.
COc1ccc2c(c1)N(C(=O)CSc1n[nH]c(C)n1)C(C)(C)C=C2C	24%[38.3 µM]	2%[46.1 µM]	-2%	-1.0%	6%	4%	-2%
O=C(Cn1cc(C(F)(F)F)cc(Cl)c1=O)Nc1cccc(Cl)c1	10µM*	7%	-2%	1.1%	-7%	3%	-19%
CCOc1ccc(S(=O)(=O)Nc2ccc(C(=O)NN)cc2)cc1	.	2%	-1%	0.0%	9%	.	.
CN1CCN(c2ncc3nc(-c4cccs4)c(=O)n(Cc4cccs4)c3n2)CC1	-23%	.	12%	.	.	.	6%
O=[N+]([O-])c1cccc(S(=O)(=O)Nc2ccc(Cc3ccncc3)cc2)c1	.	-43%	7%	-1.1%	-1%	.	.
CCCS(=O)(=O)N1CCCC(C(=O)NCCN2CCCCC2C)C1 (configuration not stated)	9%[38.3 µM]	-1%[46.1 µM]	8%	-1.2%	5%	-4%	5%
O=C(CCc1nnc(CCCCc2ccccc2)o1)NCCc1cccnc1	9%	-8%	-3%	2.4%	2%	1%	?
COc1ccc(-c2nc(N3CCOCC3)nc3n[nH]c(N)c23)cc1	23%[38.3 µM]	-4%[46.1 µM]	0%	3.2%	5%	-1%	-26%
